# Screening data deposited in PubChem BioAssay by several laboratories.
# UTI89 phage lysis: inhibition of K1F phage lysis, E. coli UTI89, bacterial capsule biogenesis inhibitors, alamar blue (AID 488966) | E. coli UTI89 K1F phage lysis, alamar blue, 2 h; higher % means a stronger effect | 340,000 tested, 0.02% active | inhibition, % at 100 µM; hits with a dose series show IC50 in µM;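 active means phage lysis inhibition, versus mean bacterial control, above a set limit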;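 further: capsule biogenesis inhibitors block K1F phage lysis so surviving cells raise fluorescence; higher fluorescence means more inhibition of phage lysis; actives were called in the ten point dose series up to 300 µM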
# NTR1 agonist: agonists of NTR1, primary screen, imaging, U2OS cells, beta-arrestin-GFP, high content (AID 493036); Neurotensin receptor type 1 (Homo sapiens), P30989; NTR1-U2OS beta-arrestin-GFP spot imaging, agonist mode; activation, % at 20 µM; 330,000 tested, 0.17% active;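 active means activation at or above 40% of the spot to cytoplasm intensity ratio, with at least 20 cells analyzed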;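 further: 0% = DMSO without peptide and 100% = 100 nM NTR1 peptide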
# Target sequence (P30989 whole entry, looked up): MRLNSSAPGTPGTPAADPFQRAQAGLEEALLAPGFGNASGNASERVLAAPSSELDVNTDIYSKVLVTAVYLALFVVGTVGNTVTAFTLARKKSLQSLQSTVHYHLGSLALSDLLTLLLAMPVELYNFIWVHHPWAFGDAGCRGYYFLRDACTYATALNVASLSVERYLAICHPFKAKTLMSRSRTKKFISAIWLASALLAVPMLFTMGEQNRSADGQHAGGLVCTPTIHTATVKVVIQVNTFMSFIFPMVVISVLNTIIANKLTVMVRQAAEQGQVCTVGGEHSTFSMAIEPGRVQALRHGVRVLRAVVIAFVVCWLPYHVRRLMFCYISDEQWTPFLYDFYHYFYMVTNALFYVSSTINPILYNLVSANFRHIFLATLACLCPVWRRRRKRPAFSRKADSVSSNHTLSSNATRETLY
# Rac1 GTP hydrolysis: MgcRacGAP GTPase-activating activity inhibitors, confirmation, biochemical, ADP Hunter fluorescence. Rac GTPase-activating protein 1 (Homo sapiens). MgcRacGAP-stimulated Rac1 GTP hydrolysis, ADP Hunter fluorescence; higher % means a stronger effect; GST-tagged Rac1 F28L mutant substrate. inhibition, % at 30 µM, or IC50 in µM where a hit was titrated. 340,000 tested, 0.6% active. AID 624330, 2012;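 active means first-screen hits whose inhibition reached a set limit at any dose in the follow-up dose series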;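 further: fluorescence reports GDP produced by GAP-driven GTP hydrolysis; strong numbers were not always called active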
# NTR1 agonist cell count 20 µM: further read-out of NTR1 agonist, marked with its call; cell count; measured here: cell count, cytotoxicity flag
# Active calls of the source: *; [ ] = another dose, or the depositor's remark.
SMILES,UTI89 phage lysis,NTR1 agonist,NTR1 agonist cell count 20 µM,Rac1 GTP hydrolysis
O=C(NC(=S)Nc1cccc(O)c1)c1cncc(Br)c1,-0.3%,0.9,62,15%
CNC(=O)C(C)Sc1ccc(S(=O)(=O)N2CCOCC2)cn1 (stereo not given),0.2%[50 µM],0.1,47,5%
CC1CCCCN1Cc1nc2c(c(=O)n(C)c(=O)n2C)n1CCCc1ccccc1 (stereo not given),3.5%,2.3,62,-4%
CN(C)CCCNC(=O)C[C@H]1C[C@H](C(=O)N2CCOCC2)[C@@]2(C)c3[nH]c4cc(-c5ccco5)ccc4c3CCN2C1=O,-0.1%,-0.1,53,6%
CCN(CC(=O)Nc1ccccc1OC)C(=O)CCOc1ccc(C(C)(C)C)cc1,-0.5%[50 µM],3.5,56,11%
Cc1ccc(-c2cc(=O)[nH]c(NCc3ccccc3)n2)cc1,0.2%,3.8,50,1%
CC[C@@]1(C(=O)OC)N[C@H](CN(C)C(=O)COC)[C@@H]2C(=O)N(Cc3ccccc3)C(=O)[C@@H]21,0.3%,1.3,60,5%
O=C(Nc1ccc(F)cc1F)C1CC(=O)N(Cc2ccccc2)C1 (stereo not given),1.4%[50 µM],-1.9,64,2%
CCCCOc1ccc(C(=O)NCC(=O)N2CC=C(c3ccccc3)CC2)cc1,0.3%[50 µM],-0.1,69,3%
CCCCCC(=O)Nc1ccc(S(=O)(=O)NC2=NCCCCC2)cc1,1.0%[50 µM],-0.8,112,8%
CC(C)CN(C(=O)COc1ccc(C(C)(C)C)cc1)C1CCS(=O)(=O)C1 (stereo not given),-0.2%[50 µM],2.0,42,0%
CCCCn1c(N)c(N(CCC(C)C)C(=O)Cc2ccc(S(=O)(=O)N3CCOCC3)s2)c(=O)[nH]c1=O,0.2%[50 µM],-1.1,81,0%
CC1(C)NC(=O)N(CC(=O)N2CCN(c3ccc([N+](=O)[O-])cc3)CC2)C1=O,1.3%[50 µM],0.2,70,6%
CCN(CC)S(=O)(=O)c1cccc(C(=O)Nc2ccc(S(=O)(=O)NC3=NCCCCC3)cc2)c1,0.7%[50 µM],1.2,63,5%
Cc1sc2ncnc(N3CCN(S(=O)(=O)c4ccccc4)CC3)c2c1C,-0.5%[50 µM],10,54,7%
CC1(c2nnc(-c3cccc(Cl)c3)o2)CC(c2ccc(C#N)cc2)=NO1 (stereo not given),-0.8%,-1.3,74,0%
CCCCN(C(=O)c1cc(-c2ccncc2)nc2ccccc12)c1c(N)n(CC(C)C)c(=O)[nH]c1=O,-1.0%,2.6,51,4%
CCOc1ccc(S(=O)(=O)N2CCN(C(=O)Cc3n[nH]c(=O)c4ccccc34)CC2)cc1,0.3%[50 µM],-1.4,64,-1%
CC(C)NS(=O)(=O)c1ccc(NC(=O)C(C)OC(=O)CCCOc2ccccc2)cc1 (stereo not given),-0.2%[50 µM],0.8,65,5%
Cc1ccc(OC(=O)CCC(=O)Nc2ccc(C)c(C)c2)cc1,0.3%,0.1,54,37%
CN1CCN(c2ccc(S(=O)(=O)N3CCCCC3)cc2NC(=O)/C=C/c2ccc(OC(F)F)cc2)CC1,-0.4%[50 µM],1.0,65,1%
CN(C(=O)Cn1nc(C(=O)O)c2ccccc2c1=O)C1CCCCC1,0.1%,0.5,52,2%
O=C(NCC(c1cccs1)N1CCOCC1)c1ccc(Cl)nc1 (stereo not given),0.6%[50 µM],2.2,82,3%
C=CC[C@H](CC(=O)N(CCO)Cc1ccccc1)C(=O)N[C@H](COC(=O)[C@H](CC=C)CC(=O)OC(C)(C)C)Cc1c[nH]c2ccccc12,-0.1%,6.3,57,5%
O=C(CNC(=O)c1ccc2c(c1)S(=O)(=O)N=C1CCCCCN12)Nc1ccc(F)c(F)c1,0.1%[50 µM],-0.3,67,1%

# 7 entries out of the list above, sorted by the value under Rac1 GTP hydrolysis, low to high.
SMILES	Rac1 GTP hydrolysis
CC1CCCCN1Cc1nc2c(c(=O)n(C)c(=O)n2C)n1CCCc1ccccc1 (stereo not given)	-4%
CCOc1ccc(S(=O)(=O)N2CCN(C(=O)Cc3n[nH]c(=O)c4ccccc34)CC2)cc1	-1%
CC(C)CN(C(=O)COc1ccc(C(C)(C)C)cc1)C1CCS(=O)(=O)C1 (stereo not given)	0%
Cc1ccc(-c2cc(=O)[nH]c(NCc3ccccc3)n2)cc1	1%
CN(C(=O)Cn1nc(C(=O)O)c2ccccc2c1=O)C1CCCCC1	2%
O=C(NCC(c1cccs1)N1CCOCC1)c1ccc(Cl)nc1 (stereo not given)	3%
CC(C)NS(=O)(=O)c1ccc(NC(=O)C(C)OC(=O)CCCOc2ccccc2)cc1 (stereo not given)	5%

# Remaining list, next part
SMILES,UTI89 phage lysis,NTR1 agonist,NTR1 agonist cell count 20 µM,Rac1 GTP hydrolysis
N#CCC(=O)Nc1ccc(C(=O)Nc2ccc3c(c2)OCO3)cc1,0.2%[50 µM],-0.1,67,5%
CCCc1cc(=O)[nH]c(SCC(=O)Nc2ccc(C)c(S(=O)(=O)N3CCCCC3)c2)n1,0.4%[50 µM],-0.2,105,7%
O=C(NC1CCCCCC1)C1CCN(C(=O)c2ccc(Cl)cc2)CC1,0.0%[50 µM],3.9,41,0%
COc1ncnc(NS(=O)(=O)c2ccc(N)cc2)c1OC,1.6%,-0.8,74,4%
CN(Cc1ccccc1)C(=O)CN1C(=O)NC2(CCCCCCC2)C1=O,0.8%[50 µM],3.7,35,2%
CC1CCCN(S(=O)(=O)c2cccc(C(=O)NCC3CCCO3)c2)C1 (stereo not given),-1.1%,0.7,44,3%
O=C1CCc2cc(NS(=O)(=O)c3ccc([N+](=O)[O-])cc3)cc3c2N1CC3,-0.7%[50 µM],-0.2,75,2%
CN(C)C(=O)CCc1ccc2c3c([nH]c2c1)[C@]1(CCC2CCCC2)[C@@H](C(=O)N2CCOCC2)C[C@H](CC(=O)NCc2ccco2)C(=O)N1CC3,0.1%,4.1,59,11%
N#CCCN(C(=O)COC(=O)COc1ccccc1Cc1ccccc1)c1ccccc1,-0.1%[50 µM],5.7,58,5%
CN(CCc1ccccc1)C(=O)c1cccc(NC(=O)Cc2cccc([N+](=O)[O-])c2)c1,1.8%,-0.1,61,1%
COc1ccc(Cl)cc1NC(=O)CSc1nnc(Cc2ccc(C)cc2)c(=O)[nH]1,-0.9%[50 µM],-0.5,61,14%
COc1ccc(NC(=O)CN(C)C(=O)c2ccc(S(=O)(=O)Nc3ccccc3C)cc2)cc1,0.7%[50 µM],-0.1,65,2%
CC(OC(=O)/C(C#N)=C/c1ccco1)C(=O)N(C)c1ccccc1 (stereo not given),0.7%,0.6,43,4%
Clc1ccc(C(c2ccccc2Cl)C(Cl)Cl)cc1 (stereo not given),-1.4%,16,77,0%
N#Cc1ccccc1NC(=O)CN1C(=O)NC(Cc2c[nH]c3ccccc23)C1=O (stereo not given),1.0%[50 µM],-2.2,57,9%
Cc1ccc([C@H]2C(C(=O)O)=CC[C@@H](c3ccc(C(C)C)cc3)N2S(=O)(=O)c2ccc(C)cc2)cc1,0.1%,5.1,51,4%
CCOc1ccc(S(=O)(=O)NCC2(N3CCCCC3)CCCCC2)cc1,1.3%[50 µM],0.9,83,3%
O=C(C1CC(=O)N(c2ccc(F)cc2)C1)N1CCC(c2nc3ccccc3[nH]2)CC1 (stereo not given),1.8%[50 µM],-0.9,68,3%
CC1=C(C/C=C(\C)CCCC(C)CCCC(C)CCCC(C)C)C(=O)c2ccccc2C1=O (stereo not given),2.8%,3.0,64,1%
O=C(COc1ccc(Cl)cc1)NNC(=O)c1ccncc1,-0.2%,1.9,51,9%
Cc1ccc2nc(N(CCCN(C)C)C(=O)CS(=O)(=O)c3ccccc3)sc2c1,1.4%[50 µM],0.1,62,8%
CN(C)S(=O)(=O)c1ccc(Cl)c(NC(=O)COC(=O)/C=C/c2ccc3ccccc3n2)c1,0.7%[50 µM],2.6,51,-2%
O=S1(=O)c2ccc(Br)cc2OC(COCc2ccccc2)CN1Cc1ccccc1 (stereo not given),-0.2%,0.5,57,7%
CC1CCN(C(=O)COC(=O)CNC(=O)C23CC4CC(CC(C4)C2)C3)CC1,-0.7%,-0.1,60,7%
CCN(CC(=O)Nc1cc(S(=O)(=O)N2CCOCC2)ccc1Cl)Cc1ccccc1,-0.1%[50 µM],1.9,65,4%
# (next part)
SMILES,UTI89 phage lysis,NTR1 agonist,NTR1 agonist cell count 20 µM,Rac1 GTP hydrolysis
O=C(NNC(=O)c1cccs1)c1ccc(Cl)c(S(=O)(=O)N2CCCC2)c1,-0.2%[50 µM],-1.3,60,-6%
COc1ccc2c3n([n+]([O-])c2c1)CCN=C3c1ccc(Cl)cc1,0.0%,0.0,57,6%
CCN(CC(=O)NCc1cccs1)CC(=O)Nc1c(Cl)ccc(C)c1Cl,0.7%[50 µM],1.0,47,3%
CCC1Oc2ccc(C)cc2N(CC(=O)NCCc2ccc(OC)c(OC)c2)C1=O (stereo not given),0.2%,2.7,39,8%
O=C(NCC(c1ccco1)N1CCN(c2ccccc2F)CC1)c1ccc2c(c1)OCO2 (stereo not given),0.3%[50 µM],0.2,63,5%
COC(=O)c1c(NC(=O)Cc2ccc(OC)c(S(=O)(=O)N3CCOCC3)c2)sc(C)c1C,0.3%[50 µM],1.3,58,6%
COc1ccc(NC(=O)C(C)N=C2NS(=O)(=O)c3ccccc32)cc1S(N)(=O)=O (stereo not given),0.1%[50 µM],0.7,70,4%
CC1(c2ccc3ccccc3c2)NC(=O)N(CC(=O)NCC(C)(C)N2CCOCC2)C1=O (stereo not given),1.2%[50 µM],0.1,62,5%
COC(=O)c1c(-c2ccsc2)sc2ccc(-c3cc(OC)c(OC)c(OC)c3)cc12,2.0%,6.5,52,11%
Cc1cc(C)c(NC(=O)c2ccc3nccnc3c2)c(C)c1,1.0%[50 µM],0.4,64,0%
CC(OC(=O)CNS(=O)(=O)c1ccc(C#N)cc1)C(=O)Nc1ccc(Cl)cn1 (stereo not given),1.3%[50 µM],-1.7,38,1%
CCCCN(C(=O)CC1CCCC1)c1c(N)n(CCC)c(=O)[nH]c1=O,-0.6%[50 µM],-3.5,60,1%
COc1ccc(-c2cc(C(=O)Nc3ccccc3O)c3ccccc3n2)cc1,-1.0%,10,38,0%
N#Cc1cc2c(=O)n3ccccc3nc2n(Cc2cccnc2)c1=O,0.1%,0.5,49,11%
Cc1cccc(C(=O)OCC(=O)N2CC(C)CC(C)C2)c1C (stereo not given),-1.3%,-0.2,38,6%
COc1ccccc1NC(=O)COC(=O)C1CC2CCCC(C1)C2=O (stereo not given),-0.2%,0.6,61,2%
COc1ccc(-c2c(C#N)c(SCC(=O)Nc3ccccc3)nc3c2CCCC3)cc1,1.2%,-1.8,43,0%
COc1ccc(NC(=O)CN(C)C(=O)c2ccc(OCc3ccccc3)c(OC)c2)cc1,-0.1%[50 µM],-1.2,43,1%
O=C1NC(=O)C(c2ccccc2)(c2ccc(O)cc2)N1 (stereo not given),0.8%[50 µM],-1.4,47,6%
CC[C@H](C)[C@H](NC(=O)OCc1ccccc1)C(=O)OCC(=O)N(C)CC(=O)Nc1ccccc1Cl,-0.3%[50 µM],-0.2,67,6%
COc1ccc(C(C(=O)NC2CCCCC2)N(C(=O)c2ccco2)c2ccc(-n3cnnn3)c(C)c2)cc1 (stereo not given),-0.6%,0.1,28,10%
COc1cc(/C=C(\C(=O)O)c2ccc(S(=O)(=O)N3CCCC3)s2)cc(OC)c1,0.4%[50 µM],2.6,59,5%
CC(NC(=O)COC(=O)CCC(=O)c1ccc(F)cc1)c1ccccc1 (stereo not given),0.0%[50 µM],0.7,49,-4%
C#CCOCCOCCOCCNc1nc(N2CCN(C(=O)Cn3cc(CCCN=C(N)N)nn3)CC2)nc(N2CCN(C(=O)[C@H](CCCCN)n3cc(CCC(=O)O)nn3)CC2)n1,1.7%,-0.9,53,6%
COc1ccc(S(=O)(=O)N2CCOCC2)cc1NC(=O)CSc1nnc(NC2CC2)s1,1.0%,0.5,63,-2%
CN(CC(=O)Nc1ccc(F)cc1)C(=O)COC(=O)C1=COCCO1,1.7%[50 µM],1.6,67,4%
COc1cc(C)ccc1OCC(=O)OCC(=O)c1ccc[nH]1,-3.2%,-0.1,61,11%
CCCC[C@@H]1C=C(C(=O)O)[C@H](c2ccc(Cl)c(Cl)c2)N1S(=O)(=O)c1ccc(C)cc1,-0.2%,9.2,60,5%
Cc1ccc(S(=O)(=O)N2CCCCC2)cc1C(=O)N(C)CC(=O)Nc1cccc(F)c1,0.2%[50 µM],0.3,67,0%

# Record cards, from the list above. Order of screens: UTI89 phage lysis	NTR1 agonist	NTR1 agonist cell count 20 µM	Rac1 GTP hydrolysis
# Results for COc1cc(C)ccc1OCC(=O)OCC(=O)c1ccc[nH]1 → -3.2%	-0.1	61	11%
# Results for Cc1ccc(S(=O)(=O)N2CCCCC2)cc1C(=O)N(C)CC(=O)Nc1cccc(F)c1 → 0.2%[50 µM]	0.3	67	0%

# Not all compounds are listed; rates above refer to the full screens.
